Compound activity from PubChem BioAssay.
C2C12 statin: suppressors of statin myotoxicity in C2C12 myotubes, primary screen, cell-based, single point, plate reader | C2C12 myotubes + simvastatin, ATP luminescence, 48 h; scaled: DMSO 0, geranylgeraniol control 100 | rescue of ATP level, % at 7.49 µM | 330,000 compounds, 0.78% hits;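 active = mean ATP rescue above about 67%, or every replicate alone reaching that limit, limit read from the data, passing the limit was not always enough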;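 note: myotubes were challenged with 10 µM simvastatin during compound exposure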
PAX8 inh HTS: inhibitors of PAX8-driven TPO luciferase reporter, primary screen, RMG-I cells, single concentration | SteadyGlo, 24 h | inhibition, % at 12.6 µM | 360,000 compounds, 1.2% hits;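 active = mean replicate inhibition at least 60% with every replicate also reaching 60%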;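 note: luciferase light reporting Pax8 driven TPO promoter activity; plate controls were median of neutral control wells for no effect and mitoxantrone controls for full effect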
PGC1a acetyl inh: inhibitors of PGC1a acetylation signal, primary screen, cell-based, U2OS, AlphaScreen, inhibitor mode. 350,000 compounds, 0.17% hits. inhibition, % at 15.6 µM. AID 651687, 2012. AlphaScreen anti-acetyl-lysine; with virally co-expressed GCN5 acetyltransferase;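 active = every replicate shows inhibition of at least 40%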;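 note: 0% = neutral control wells and 100% = positive control wells; some results beyond the cut were filed as inactive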
PglD inh: C. jejuni PglD acetyltransferase inhibitors, primary screen, biochemical, DTNB colorimetric, single point. AID 602405, 2012. purified PglD enzyme, DTNB colorimetric CoA detection. UDP-N-acetylbacillosamine N-acetyltransferase PglD (Campylobacter jejuni). 360,000 compounds, 0.098% hits. inhibition, % at 12.5 µM; in the data active = inhibition above about 16%, passing the limit was not always enough; note: strong numbers were not always called active
ARNT TACC3 PPI: disruptors of ARNT/TACC3 protein interaction, primary screen, biochemical, AlphaScreen, single concentration. Transforming acidic coiled-coil-containing protein 3 (Homo sapiens), Q9Y6A5. AlphaScreen His-ARNT PAS-B/GST-TACC3 binding, luminescence; TACC3 fragment carries E629A point mutation. inhibition, % at 9.99 µM. 390,000 compounds, 0.66% hits. AID 623870, 2012;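 active = mean inhibition of replicates at least 50% and at least half of replicates each reaching 50%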;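 note: 0% = complete ARNT plus TACC3 wells and 100% = ARNT alone without TACC3; many hits fall short of the cut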
Cneo AK release: Cryptococcus neoformans cell lysis inducers, primary screen, AK release luminescence, single concentration | 360,000 compounds, 0.2% hits | C. neoformans lysis, adenylate kinase release luminescence, 4 h; normalised: neutral wells 0, clomiphene wells 100 | lysis activity, % at 15 µM;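 active = mean lysis activity across replicates of at least 80%, whatever share of replicates individually reach that level; inactive = mean lysis activity below 80%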
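Assay system: C. neoformans cells. Amount: yeast cell density of 5 × 10^6 cells/mL. Technique: AK luminescence. Buffer or medium: YPD. Times: static 4 h at 37 °C with compound, 1 h detection. Dosing: single-point compound dose. Read-out: lysis from increased AK signal.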
GSIS activator: GLuc luminescence reporter in INS-1E cells, primary screen for activators of glucose-dependent secretion of insulin; INS-1E GLuc reporter insulin secretion, 2-3 h; activation, % at 16.6 µM; 370,000 compounds, 0.61% hits;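 active = lowest replicate activation of at least 40%, so every replicate reaches that level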;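 note: 0% = median of neutral control wells and 100% = median of IBMX positive control wells; some compounds called inactive have numbers as strong as hits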
LGR2 antag: inhibitors of bursicon-induced LGR2 CRE-luciferase signal, primary screen, cell-based, HEK293, CRE-luciferase reporter, bursicon stimulation. inhibition, % at 9.99 µM. bursicon-stimulated, 4 h. Drosophila bursicon receptor LGR2 (rickets). 380,000 compounds, 0.35% hits;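 active = drop in luminescence signal, shown as inhibition above about 50% in the replicate tests, limit read from the data, passing the limit was not always enough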;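 note: agonist challenge used bursicon conditioned medium at about half maximal strength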
An asterisk follows results filed as active; nt = no result given.

SMILES | C2C12 statin | PAX8 inh HTS | PGC1a acetyl inh | PglD inh | ARNT TACC3 PPI | Cneo AK release | GSIS activator | LGR2 antag
C[C@H]1CN(c2ccc(Br)cc2)C(=O)[C@@H]1CC(=O)Nc1ccccc1 | -7.9 | 3.3 | 2.4 | 1.6 | nt | 0.1 | -18.9 | 13.5
O=C(/C=C/c1ccc(Cl)cc1)Nc1ccc(N2CCOCC2)cc1 | nt | -70.8 | -0.4 | nt | -2.6 | nt | -8.5 | -26.2
O=C(Cc1ccccn1)N[C@H]1CC[C@@H](CCn2cc(-c3cccnc3)nn2)O[C@@H]1CO | -0.9 | -16.1 | -2.5 | -1.8 | 4.5 | -0.7 | 3.5 | -9.5
COCCCNC(=S)NCCc1ccc(F)cc1 | 3.9 | -5.3 | nt | 1.1 | -55.8 | 0.0 | -7.5 | -54.7
COc1cccc(C(=O)Nc2cccc(-c3nc4ncccc4o3)c2C)c1 | -23.5 | nt | 18.4 | 5.4 | 1.9 | -1.0 | nt | nt
COc1cc(C(O)c2nc(-c3cccs3)cs2)ccc1F (stereo unspecified) | 11.9 | -3.4 | -2.6 | -0.1 | nt | -10.5 | nt | -17.1
NS(=O)(=O)c1ccc(N/N=C/c2ccccc2C(=O)O)c([N+](=O)[O-])c1 | nt | 19.3 | nt | nt | 1.5 | nt | 0.2 | 11.2
O=C(NCc1cccs1)c1ccc([N+](=O)[O-])cc1 | nt | 0.2 | nt | nt | -2.7 | nt | 3.3 | -16.3
CC(=O)c1nc(-c2ccccc2)sc1C | nt | -19.5 | -1.4 | nt | -6.2 | nt | -0.2 | -8.9
COc1ccc(-c2cn(CC[C@H]3CC[C@H](NC(=O)c4cnccn4)[C@@H](CO)O3)nn2)cc1 | 6.8 | -6.7 | 7.0 | 0.2 | 1.9 | -3.6 | 3.6 | -1.7
COC(=O)C1(CO)NC(c2ccc(C)cc2)C2C(=O)N(c3ccccc3)C(=O)C21 (stereo unspecified) | -7.9 | 9.8 | 5.9 | -11.1 | -4.7 | -1.3 | 17.8 | 2.1
COc1cccc(C(=O)c2c[nH]c(C(=O)NCCCN(C)C)c2)c1 | 3.2 | -16.1 | nt | -0.6 | -4.0 | -0.8 | 12.4 | nt
CNC[C@H]1Oc2ccc(NC(=O)C3CCCCC3)cc2CC(=O)N([C@H](C)CO)C[C@H]1C | 13.4 | -11.5 | 5.9 | -0.3 | -4.6 | 0.7 | 10.3 | -38.4
CCc1cc2c(=O)c(-c3nc4ccccc4n3C)c(COCC(=O)O)oc2cc1OC(=O)C(C)(C)C | -3.9 | 19.5 | -1.7 | -0.4 | 0.2 | 0.2 | nt | nt
O=C(Cn1cc([N+](=O)[O-])cn1)NCc1ccco1 | 4.4 | 8.2 | -1.9 | nt | -20.7 | nt | 20.4 | 1.3
O=C(C[C@H]1C=C[C@@H](NC(=O)C2CCC2)[C@H](CO)O1)NCc1ccncc1 | 7.1 | -3.3 | 2.1 | -0.1 | 6.3 | 0.5 | -6.6 | -5.9
CCOC(=O)N1CCC(=NNc2ccc(S(N)(=O)=O)cc2[N+](=O)[O-])CC1 | -0.2 | 14.4 | nt | -4.1 | 5.4 | -1.3 | -4.7 | 11.7
Cc1ccc(-c2cnc3c(c2)C(=O)N([C@H](C)CO)C[C@@H](C)[C@H](CN(C)C(=O)c2cccc(F)c2)O3)cc1 | 12.5 | 3.9 | -2.7 | -0.9 | -10.9 | 1.2 | -10.4 | -7.0
Cc1[nH]c2ccccc2c1C(=O)C(=O)N1CCN(C)CC1 | 6.6 | 2.6 | 0.0 | 4.6 | -5.1 | 5.1 | -1.1 | 7.2
O=[N+]([O-])c1ccccc1S(=O)(=O)NCCSc1ccccc1 | 5.1 | 9.7 | -5.5 | -5.5 | -1.3 | 2.9 | -23.7 | 6.3

One compound at a time, from the list above:
C[C@H]1CN(c2ccc(Br)cc2)C(=O)[C@@H]1CC(=O)Nc1ccccc1 as listed: C2C12 statin = -7.9; PAX8 inh HTS = 3.3; PGC1a acetyl inh = 2.4; PglD inh = 1.6; ARNT TACC3 PPI = nt; Cneo AK release = 0.1; GSIS activator = -18.9; LGR2 antag = 13.5
Cc1[nH]c2ccccc2c1C(=O)C(=O)N1CCN(C)CC1 as listed: C2C12 statin = 6.6; PAX8 inh HTS = 2.6; PGC1a acetyl inh = 0.0; PglD inh = 4.6; ARNT TACC3 PPI = -5.1; Cneo AK release = 5.1; GSIS activator = -1.1; LGR2 antag = 7.2

The listing continues.
SMILES | C2C12 statin | PAX8 inh HTS | PGC1a acetyl inh | PglD inh | ARNT TACC3 PPI | Cneo AK release | GSIS activator | LGR2 antag
C=CCSC1=C(C#N)C(c2ccccc2Cl)CC(=O)N1 (stereo unspecified) | 13.6 | nt | 10.9 | 6.5 | -0.6 | -2.0 | 21.3 | 35.8
COc1ccc(-c2nnc3ccc(SCC(=O)Nc4nc5ccccc5s4)nn23)cc1OC | nt | 26.2 | 8.2 | -3.4 | -5.4 | 1.6 | 3.3 | -4.9
CN(C)S(=O)(=O)c1cccc(NC(=O)c2cc(-c3cccs3)nc3ccccc23)c1 | 14.9 | 17.4 | -17.6 | 8.9 | -8.7 | 4.5 | nt | 18.1
CN1C(=S)SC(N(O)C(=O)NC2CCCCC2)C1(C)C (stereo unspecified) | -4.2 | nt | nt | 1.1 | -1.4 | 0.0 | nt | nt
CC(C)c1cc(C(=O)N2CCCC(N3CCN(c4ccccc4F)CC3)C2)nc(N)n1 (stereo unspecified) | 1.8 | 9.2 | -7.3 | -0.7 | 7.6 | -2.3 | -2.9 | -7.5
Cc1[nH]c2ccccc2c1/C=N/NC(=O)c1cc(-c2ccncc2)nc2ccccc12 | -65.6 | 31.8 | nt | -6.2 | 0.2 | -0.9 | 14.8 | 5.4
O=C(CCNS(=O)(=O)c1ccccc1)N1CCCC1 | 6.1 | -8.2 | nt | 0.1 | nt | 0.7 | -2.5 | 0.8
CN(Cc1nc2ccccc2c(=O)[nH]1)C(=O)c1ccc(S(=O)(=O)N(C)C)cc1 | -5.8 | nt | 5.2 | -6.7 | -8.6 | -0.4 | -0.1 | -9.3
Cc1ccc(S(=O)(=O)NCC(=O)N(CC(=O)NCC2CCCO2)CC2CCCO2)cc1 (stereo unspecified) | 15.1 | -2.9 | -3.8 | -3.6 | -3.0 | 0.4 | -4.2 | 2.5
O=C(CS)NCCCCCCNC(=O)[C@@H]1C[C@@H]2C(=O)NCC(=O)N2[C@@H]1c1ccc(O)cc1 | nt | -0.7 | 7.6 | -2.5 | 11.7 | -3.4 | nt | nt
CC(=O)c1ccc(-n2nnnc2SCC(=O)Nc2cccc(NC(=O)c3ccco3)c2)cc1 | 4.7 | nt | nt | 0.0 | -5.5 | -1.0 | nt | nt
COCCCNS(=O)(=O)c1ccc2c3c(cccc13)C(=O)S2 | -4.6 | nt | -3.5 | -2.4 | nt | -3.6 | nt | nt
Cc1ccc(NC(=O)CN(C)S(=O)(=O)c2cccc3cccnc23)c(C)c1 | 8.9 | 4.1 | 7.7 | 2.9 | -3.8 | 0.5 | 26.7 | 14.7
Cc1nc2ncccn2c1-c1csc(Nc2ccc(S(N)(=O)=O)cc2)n1 | 2.4 | 6.4 | 1.8 | -2.7 | 8.6 | 1.9 | -3.3 | 2.9
COC(=O)NNC(=O)c1cccc(C)c1 | nt | nt | 8.5 | -0.8 | 1.7 | -1.3 | 18.0 | 1.0
CC1=NNC(=O)C1CCC(=O)N/N=C(\C)c1ccc(Cl)cc1 (stereo unspecified) | 9.9 | -19.3 | -1.0 | -3.8 | 0.1 | -0.9 | 5.9 | -8.3
CN(CCCC(=O)N1CCN(c2ncccn2)CC1)S(=O)(=O)c1ccc(F)cc1 | -10.9 | 2.4 | -0.1 | 0.9 | -0.6 | -0.8 | 0.1 | -8.9
COc1ccc(NC(=O)Nc2ccc3c(c2)CC(=O)N([C@@H](C)CO)C[C@@H](C)[C@H](CN(C)Cc2ccc4c(c2)OCO4)O3)cc1 | 8.8 | nt | -8.7 | -3.9 | 5.0 | -4.1 | 0.9 | -6.4
O=C(O)[C@@H]1[C@@H](CO)[C@@H]2Cn3c(ccc(C4=CCCCC4)c3=O)[C@@H]2N1C(=O)c1ccccc1F | -5.2 | -18.6 | nt | 4.3 | 2.1 | -0.6 | 5.4 | 5.6
Cc1ccccc1-c1nc(CN(C)C(C)c2ccon2)c(C)o1 (stereo unspecified) | nt | 2.3 | -0.1 | nt | 3.1 | nt | -5.5 | 28.5
O=C(O)c1ccccc1SCC(=O)N1CCOCC1 | nt | -1.7 | -7.9 | nt | -5.4 | nt | 16.3 | 13.7
O=C(NCC(=O)N(c1ccccc1)C(C(=O)NC1CCCCC1)c1cccnc1)c1ccco1 (stereo unspecified) | 49.6 | 9.2 | 4.6 | -3.6 | 3.2 | 1.1 | nt | 1.7
CC1CCCC(C)N1CCNC(=O)CCc1nnc2n(Cc3ccccc3)c(=O)c3ccccc3n12 (stereo unspecified) | -2.3 | -1.4 | 2.6 | 3.9 | 6.4 | 3.1 | 2.2 | 8.3
Cc1ccc(S(=O)(=O)N(C)C[C@H]2OCCCC[C@@H](C)Oc3ccc(NC(=O)NC(C)C)cc3C(=O)N([C@H](C)CO)C[C@H]2C)cc1 | nt | -8.3 | 11.3 | -3.2 | -1.8 | -3.0 | -25.4 | 7.7
Cc1noc(C)c1NC(=O)Nc1ccc2c(c1)C(=O)N([C@H](C)CO)C[C@@H](C)[C@H](CN(C)C(=O)NC1CCCCC1)OCCCC[C@@H](C)O2 | nt | -4.1 | 5.2 | 3.5 | -3.7 | -4.5 | -4.2 | -4.3
C/C(=N\NC(=O)c1cccs1)C(C)(C)C | 0.7 | -26.2 | 3.0 | 3.7 | -19.9 | 2.2 | 29.3 | -20.7
C[C@H](CO)N1C[C@H](C)[C@H](CN(C)C(=O)Nc2ccc(C(F)(F)F)cc2)Oc2ccc(NC(=O)Nc3ccc(C(F)(F)F)cc3)cc2CC1=O | 19.1 | -3.4 | -6.5 | -2.6 | -7.4 | 1.7 | -0.4 | -6.0
Cc1cc(NS(=O)(=O)c2ccc(NS(=O)(=O)c3ccc(CC(C)C)cc3)cc2)nc(C)n1 | nt | 9.5 | 6.6 | nt | 3.0 | nt | -5.8 | 20.8
O=C(O)CNC(=O)c1ccc(NS(=O)(=O)c2ccc3ccccc3c2)cc1 | 8.2 | -0.3 | nt | 3.2 | -25.6 | -0.9 | 21.5 | 0.8
COc1cccc(NC(=O)CSc2nnc(Cc3cccs3)n2-c2ccc(C)cc2)c1 | -37.8 | nt | -8.8 | -3.9 | 3.5 | 2.4 | -23.1 | nt
O=C(Cn1cc(C(=O)C(=O)N2CCOCC2)c2ccccc21)Nc1cccc(C(F)(F)F)c1 | 8.3 | 20.1 | -5.6 | 4.1 | nt | 0.4 | -10.0 | 10.8
COc1cccc(NC(=O)CCC2CCN(Cc3nccs3)CC2)c1 | nt | 14.0 | 0.5 | 3.1 | 1.0 | 1.2 | 22.1 | -7.1
COc1cc(N)c(Cl)cc1Cl | nt | 4.6 | -13.3 | nt | 2.8 | nt | 13.0 | -4.6
O=C(Nc1cccc(Cl)c1)N[C@@H]1CC[C@@H](CCNC(=O)C2CCCC2)O[C@@H]1CO | -3.3 | -4.7 | -2.1 | 4.4 | -2.3 | 55.0 | -8.8 | 2.4
COc1ccc2c(c1OC)C(=O)N(c1ccc(O)cc1)C2=O | nt | -18.8 | 8.2 | nt | -1.6 | nt | -11.6 | -21.8
